Source: PubChem BioAssay (Broad Institute)
F508del corr: correctors of CFTR F508del function in bronchial epithelial cells. 350,000 compounds, 0.36% hits. AID 720511. CFBE cells, YFP halide quenching; stimulated with forskolin plus potentiator P3; % fluorescence drop versus neutral controls. activity (quench increase), % at 7.58 µM;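 active = mean added fluorescence quench of at least 8% versus neutral control, with both replicates also reaching 8%; inconclusive = only one of the mean or replicate conditions met; inactive = mean below 8% and not both replicates reaching 8%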;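 note: cells transiently co-express mutant CFTR-F508del with the halide-sensitive YFP; corrector assay measuring rescue of mutant channel to the surface after 24 h compound exposure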
EWS-Fli inh: blocks EWS/Fli oncoprotein-driven transcription; A673 NR0B1-luciferase reporter, viability-normalised; inhibition, % at 12.6 µM; AID 651661; 350,000 compounds, 0.67% hits;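 active = mean inhibition of at least 50% after viability correction, with every replicate also passing that limit; inconclusive = mean reaches 50% but only one of two replicates passes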;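 note: firefly luciferase signal divided by Alamar Blue viability fluorescence both relative to DMSO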
DENV2 CPE: protects cells from dengue virus 2 cytopathic effect | DENV2-infected cells, cytopathic effect rescue, plate reader | CPE inhibition, % at 9.99 µM | 350,000 compounds, 1.7% hits; in the data active = CPE inhibition above about 20%, passing the limit was not always enough; inconclusive = no clear call, values can overlap the other calls; tested in BHK-21 cells;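 note: 0% = median of neutral control wells and 100% = median of positive control wells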
FN deposit inh: fibronectin deposition inhibition | AH1F fibroblasts, Alexa488-fibronectin deposition fluorescence, overnight | inhibition, % at 12.6 µM | 350,000 compounds, 0.086% hits;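 active = mean inhibition across replicates of 30% or more, regardless of how many single replicates reach that level; inconclusive = mean under 30% yet at least half of replicates reach 30%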;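 note: positive control wells lacked labelled fibronectin entirely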
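Material: AH1F fibroblasts assembling fluorescent fibronectin matrix; amount: 10000 AH1F cells/well; medium: DMEM, 2% serum; reagent: Alexa488-fibronectin, 24 nM final in well; dosing: single compound dose, delivered by pin transfer; incubation: 1 h adhesion, overnight exposure; detection: fluorescence after three HBSS washes, excitation 485 nm, emission 525 nm; measure: fibronectin deposition inhibition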
miR122 inh: miR-122 inhibition in Huh7 cells. Huh7 miR-122 Renilla luciferase sensor, 48 h; neutral wells = 0, positive control = 100. activation (reporter increase), % at 12.5 µM. 340,000 compounds, 0.3% hits. AID 602342;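 active = mean replicate activation score at least 90 and every replicate individually at or above 90; inconclusive = only one of the two criteria met; inactive = neither criterion met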;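 note: higher luciferase means less miR-122 activity so hits act as miR-122 inhibitors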
INS-1E GSIS act: primary screen for activators of insulin secretion dependent on glucose, INS-1E cells, GLuc reporter luminescence; INS-1E GLuc reporter insulin secretion, 2-3 h; activation, % at 16.6 µM; 370,000 compounds, 0.61% hits; AID 743287;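 active = lowest replicate activation of at least 40%, so every replicate reaches that level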;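 note: 0% = median of neutral control wells and 100% = median of IBMX positive control wells; some compounds called inactive have numbers as strong as hits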
PAX8 inh HTS: lowers PAX8-driven luciferase in RMG-I cells. RMG-I TPO-luciferase reporter, SteadyGlo, 24 h. inhibition, % at 12.6 µM. 360,000 compounds, 1.2% hits. AID 652154;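 active = mean replicate inhibition at least 60% with every replicate also reaching 60%; inconclusive = only one of the two criteria is met; inactive = mean below 60% and not all replicates reaching 60%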;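 note: luciferase light reporting Pax8 driven TPO promoter activity; plate controls were median of neutral control wells for no effect and mitoxantrone controls for full effect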
* = called active by the depositor; ? = inconclusive; . = not tested or not shown; & = joins results of further samples; [ ] = another dose, or the depositor's remark. Random draw from the library; 3.9% or so of the library scored in one or more.

SMILES	F508del corr	EWS-Fli inh	DENV2 CPE	FN deposit inh	miR122 inh	INS-1E GSIS act	PAX8 inh HTS
C/C(=N\NC(=O)CN(c1ccccc1)S(=O)(=O)c1ccccc1[N+](=O)[O-])C(C)(C)C	-0.1	6	0	1	-4	24	25
COc1ccc(NC(=O)N(C)C[C@@H]2OCCCC[C@H](C)Oc3ccc(NS(=O)(=O)c4ccc(Cl)cc4)cc3C(=O)N([C@@H](C)CO)C[C@@H]2C)cc1	-1.3	1	?	0	0[16.7 µM]	7	-17
CCc1c(C)nc2ncnn2c1N1CCC(C(=O)NCc2cccs2)CC1	-1.6	0	-6	-1	-7	.	14
O=C(CCCN1C(=O)/C(=C/c2ccccc2Cl)SC1=S)NNC(=O)c1ccc(Cl)cc1Cl	-0.1	72*	-4	6	.	.	21
COc1ccccc1/C=N\N=C(\N)c1ccccn1	.	.	.	3	.	11	-90
CCCC#Cc1cnc2c(c1)C(=O)N([C@H](C)CO)C[C@H](C)[C@@H](CN(C)C(=O)c1cnccn1)O2	-0.5	-6	19	8	0[16.7 µM]	-8	.
O=S(=O)(c1ccc2c(c1)C(O)c1ccccc1CC2)C(F)(F)F (configuration not stated)	2.1	1	9	8	-1	-26	2
C[C@H]1CN([C@@H](C)CO)C(=O)Cc2cc(NS(=O)(=O)c3cccs3)ccc2O[C@@H]1CN(C)CC1CCCCC1	-2.6	19	-14	3	18[16.7 µM]	-7	-6
N#Cc1cccc(S(=O)(=O)N2CCN(c3ccnc4cc(Cl)ccc34)CC2)c1	0.5	15	1	.	-4	-3	19
C[C@@H]1CN([C@@H](C)CO)C(=O)Cc2cc(NC(=O)C3CC3)ccc2O[C@H]1CN(C)Cc1ccc(C(F)(F)F)cc1	2.7	-7	-4	.	-6[16.7 µM]	-10	59
O=C(NCCO)c1ccc(Oc2ccc(C(F)(F)F)cc2[N+](=O)[O-])cc1	.	-2	-13	.	1	-2	1
COc1ccc(NC(=O)Nc2ccc3c(c2)CC(=O)N([C@@H](C)CO)C[C@@H](C)[C@H](CN(C)C(=O)NC2CCCCC2)O3)cc1	0.6	-9	15	.	4[16.7 µM]	1	11
O=C(CSc1nnc(NC(=O)c2ccccc2F)s1)NC1CC1	-1.8	-36	0	-8	0	0	-62
COc1ccc(CNc2nc(C)cc(C)c2C#N)cc1	-3.9	-7	0	6	8	11	-4
CC1C(=O)N2CCCc3cc(S(=O)(=O)Nc4ccccc4F)cc1c32 (configuration not stated)	-2.4	6	-8	0	13	13	-10
CCC(=O)N1C[C@H](O)COC[C@H]2O[C@H](CC(=O)NCc3cc(F)cc(F)c3)CC[C@@H]21	0.9	-7	5	-8	23[16.7 µM]	10	-25
CC1=C(C(=O)Nc2cccc([N+](=O)[O-])c2)C2(CCC(C)CC2)OC1=O (configuration not stated)	-1.9	-5	6	4	.	-3	-21
Cc1cccc(N=Nc2c(C)nn(-c3ccccc3)c2N)c1C	.	-17	-5	1	.	-21	-75
C[C@@H]1CN([C@@H](C)CO)S(=O)(=O)c2ccc(-c3ccc(C(=O)N(C)C)cc3)cc2O[C@@H]1CN(C)C	-0.3	-6	-3	7	-4[16.7 µM]	10	.
CCOc1ccccc1C(=O)NCC(=O)NC(C)c1ccc(-n2ccnc2)cc1 (configuration not stated)	-0.5	-5	-3	0	.	13	.
CN(C)S(=O)(=O)c1ccc(C(=O)Nc2ccc(F)cc2F)cc1	-1.7	-19	0	-4	-5	-1	-21
O=C(c1ccc2c(c1)OCCO2)N1CCN(c2ccc(C(F)(F)F)cn2)CC1	4.2	4	4	2	-3	-22	12
Cc1ccc(S(=O)(=O)N[C@@H]2CC[C@@H](CCn3cc(C4CCCCC4)nn3)O[C@H]2CO)cc1	-2.5	1	0	5	.	-8	13
C[C@@H]1CN([C@@H](C)CO)C(=O)c2cccc(NC(=O)c3ccc(-c4nccs4)cc3)c2O[C@@H]1CN(C)CC1CCCCC1	-0.6	-15	-2	.	-9[16.7 µM]	0	3
O=C(c1ccc(F)cc1F)N1CCCN(c2nc(-c3ccccc3)ns2)CC1	-1.0	7	0	-7	1	5	4
SMILES	F508del corr	EWS-Fli inh	DENV2 CPE	FN deposit inh	miR122 inh	INS-1E GSIS act	PAX8 inh HTS
Cn1c(=O)c([N+](=O)[O-])c(NCCCn2ccnc2)c2ccccc21	1.1	-4	3	-4	.	16	-8
COc1ccc(NC(=O)N(C)C[C@H]2Oc3c(NS(=O)(=O)c4ccc(C)cc4)cccc3C(=O)N([C@@H](C)CO)C[C@@H]2C)cc1	-1.3	3	-9	.	13[16.7 µM]	-2	-1
Cc1cc(NC(=O)c2cc(-c3ccc(O)cc3)on2)no1	-1.9	-64	0	-3	-7	18	-1
CC1(C)C(=O)Nc2ccccc2N1C(=O)CSc1nc(-c2ccccc2)cs1	-3.0	4	-4	-2	.	-16	-12
CC(=O)c1sc(NC(=O)c2oc3ccc(F)cc3c2C)nc1C	3.2	-89	21*	-25	-13	25	-215
O=C(C[C@@H]1C[C@@H]2c3cc(NC(=O)Nc4ccccc4)ccc3O[C@@H]2[C@H](CO)O1)NCc1ccccc1	0.2	-3	?	-24	-5[16.7 µM]	12	-20
CC(C)NC(=O)Nc1ccc2c(c1)CC(=O)N([C@@H](C)CO)C[C@@H](C)[C@H](CN(C)Cc1ccc(C(=O)Nc3ccccc3N)cc1)O2	-2.4	36	2	.	12[16.7 µM]	2	.
COc1ccc(-c2cnc3c(c2)C(=O)N([C@@H](C)CO)C[C@@H](C)[C@H](CN(C)Cc2ccccc2)O3)cc1	0.6	1	9	-2	-10[16.7 µM]	-6	.
COc1ccc(OC)c(S(=O)(=O)NCC2CCN(C(=O)C(=O)c3cccs3)CC2)c1	-0.9	0	9	8	.	7	-12
O=C(O)c1ccccc1C(=O)Nc1nc(-c2ccccc2)cs1	0.9	22	4	-3	-2	-2	28
Cn1c(SCC(=O)NCC2CCCO2)ncc(C(=O)Nc2ccc(F)cc2)c1=O (configuration not stated)	-1.5	-5	-2	25	.	3	19
CCNC(=S)N(CCCN(C)C)Cc1cc2cc3c(cc2[nH]c1=O)OCCO3	0.8	0	3	-1	2	13	10
O=C(NC(NC(=S)Nc1ccc(Cl)cc1)C(Cl)(Cl)Cl)c1ccco1 (configuration not stated)	.	.	.	-4	.	-17	-7
CN(C)C(=O)C[C@@H]1C[C@H]2c3cc(NC(=O)C4CCC4)ccc3O[C@H]2[C@H](CO)O1	1.1	-4	-3	5	5[16.7 µM]	5	1
COc1ccc(-c2ccc([C@@H]3[C@@H](C#N)N(C(=O)NC(C)C)[C@H]3CO)cc2)cc1	0.1	-1	-6	5	.	8	-11
CC(C)CC(COCc1ccc(Cl)cc1)N1CCN(C(=O)c2ccc(Cl)cc2Cl)CCC1=O (configuration not stated)	1.7	14	100*	-3	1	1	17
C=CCNC(=S)Nc1cccc2[nH]ncc12	2.7	-9	3	2	.	-16	1
Cc1oc(-c2cc(F)cc(F)c2)nc1CN1CCSCC1	1.9	5	2	-6	.	7	-18
Cc1cc(F)c(F)c(C(=O)N2CCN(C)CC2)c1Cl	.	.	.	-5	1	.	8
C[C@@H]1CN([C@H](C)CO)C(=O)c2cc(-c3cccc(C#N)c3)cnc2O[C@@H]1CN(C)Cc1ccc(F)cc1	-2.6	1	-1	.	-6[16.7 µM]	8	.
Brc1ccc(-c2csc(/N=C/N3CCCC3)n2)cc1	-1.1	-77	-2	-6	-2	-7	-114
COc1ccc(-c2ccc3c(c2)[C@@H]2[C@@H](CCN2C(=O)C2CC2)[C@@H](CO)N3C)cc1	1.5	-6	-11	7	-10[16.7 µM]	5	9
COc1ccc(NC(=O)CSc2nc3c(c(=O)n(C)c(=O)n3C)n2C)c(OC)c1	2.9	1	-3	-14	-6	38	19
O=C(c1cccc(F)c1)N1CC(=O)N2[C@H](CO)[C@@H](c3ccc(C#Cc4ccc(F)cc4)cc3)[C@H]2C1	2.7	12	5	.	.	4	.
N/C(Cc1ccc([N+](=O)[O-])cc1)=N\OC(=O)CC1CCCCC1	.	.	.	8	.	-11	13
SMILES	F508del corr	EWS-Fli inh	DENV2 CPE	FN deposit inh	miR122 inh	INS-1E GSIS act	PAX8 inh HTS
COc1ccc(S(=O)(=O)N2CCCC2C(=O)NCc2ccccc2Cl)cc1 (configuration not stated)	0.1	-13	-4	-7	-2	-23	-2
COc1ccc2c3c([nH]c2c1)[C@H](CO)N(C(=O)Nc1ccc(F)cc1)CC31CCN(C(=O)Cc2ccncc2)CC1	-0.2	7	-2	-6	.	-5	-3
Cc1cc(OCc2nc(-c3ccncc3)no2)cc(C)c1Cl	0.0	1	0	-13	.	8	-7
NC(=O)C1CCN(C(=O)COc2ccc(S(=O)(=O)NC3CCCC3)cc2)CC1	-1.7	-2	-5	3	.	14	5
CCC(=O)c1ccc(O)cc1	-3.6	6	8	-3	0	.	-11
C[C@@H]1CN([C@@H](C)CO)C(=O)CCCn2cc(nn2)CO[C@H]1CN(C)C(=O)Nc1ccc2c(c1)OCO2	-0.3&1.2	7&-8	?	0&9	-1[16.7 µM]	5&9	-8&-25
COc1ccc(S(=O)(=O)N2C[C@@H](O)COC[C@H]3O[C@@H](CC(=O)NCc4ccc(Cl)c(Cl)c4)CC[C@@H]32)cc1	0.5	11	-1	0	4[16.7 µM]	-3	46
C[C@H](CO)N1C[C@H](C)[C@H](CN(C)Cc2ccc(-c3ccccc3)cc2)Oc2ccc(NC(=O)CCN3CCOCC3)cc2C1=O	-0.3	.	0	.	-1[16.7 µM]	27	-3
C=CCOC(=O)N1CCC2CC1c1cc(-c3cccc(C)c3)ccc12 (configuration not stated)	-2.8	13	-5	0	8	20	0
CNC[C@H]1Oc2c(NS(=O)(=O)c3ccc(Cl)cc3)cccc2C(=O)N([C@@H](C)CO)C[C@H]1C	-2.0	-2	-2	-15	2[16.7 µM]	7	-37
Cc1nc(SCC(=O)c2cccs2)c2oc3ccccc3c2n1	.	.	.	6	2	.	-162
COc1ccc2c3c(n(C)c2c1)[C@@H](CO)N(CC1CC1)CC31CCN(C(=O)CN(C)C)CC1	-0.1	-5	6	.	.	4	-34
COc1cc(/C=C(\C#N)c2nc3ccc(C)cc3[nH]2)cc([N+](=O)[O-])c1O	-0.7	-76	6	-8	.	-5	-17
CC(O)CNc1nc2ccccc2n1CC(=O)NCC(F)(F)F (configuration not stated)	0.1	6	6	-1	.	-3	17
CN1CCN(C(=O)C[C@@H]2CC[C@H]3[C@@H](COC[C@@H](O)CN3Cc3cccc(-c4ccncc4)c3)O2)CC1	1.0	3	-1	-5	-9[16.7 µM]	10	-6
CO[C@H]1CC[C@H]2CCOc3c(C#N)cccc3C(=O)N(C)CCCC(=O)N(C)C[C@H]1O2	-1.6	-12	-1	-3	.	-1	-9
O=C(O)c1cc(-c2ccc(/C=N/N3C(=O)C4C5C=CC(CC5)C4C3=O)o2)ccc1Cl (configuration not stated)	0.0	-8	1	2	.	1	7
CC(CP(=O)(O)O)NC(=O)Cc1ccccc1 (configuration not stated)	.	.	.	11	1	.	-9
C[C@@H]1CN([C@@H](C)CO)S(=O)(=O)c2ccc(C3=CCCC3)cc2O[C@@H]1CN(C)S(=O)(=O)c1cn(C)cn1	0.6	11	16	-4	37[16.7 µM]	5	0
Cc1noc(C)c1NC(=O)Nc1ccc2c(c1)C(=O)N([C@H](C)CO)C[C@H](C)[C@@H](CN(C)Cc1ccc(C(=O)O)cc1)OCCCC[C@@H](C)O2	3.9	2	-5	.	7[16.7 µM]	21	-4
C[C@@H]1CCCCO[C@@H](CN(C)C(=O)c2ccccc2)[C@@H](C)CN([C@@H](C)CO)C(=O)c2cc(NC(=O)NC3CCCCC3)ccc2O1	2.3	-9	-5	-1	-5[16.7 µM]	-34	-16
